HTT aggregate: inhibitors of mutant huntingtin aggregate formation in PC12 cells; PC12 HttQ103-GFP aggregates, Acumen cytometry, 40 h; Potency, µM (series often up to 46.1 µM), without a hit: at the top dose activity change, negative = inhibition, usual class: inhibitors; hit rate 1.1% among 220,000; further: potency means the concentration at half of the fitted maximal effect; on the % scale 0 is the no-effect control and ±100 the full control effect; nearly all actives have a fitted effect of over 60% in size
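Ecdysone-promoter PC12 model expressing HTT exon 1 Q103 fused to GFP, induced by tebufenozide at 100 nM final. Compounds titrated; aggregates sized 1–25 µm scored on a 488 nm laser cytometer.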
IMPase Li inh: IMPase inhibition in cells with lithium potentiation; CHO-M1 cells, IP1 TR-FRET (IP-One), carbachol + lithium; AID 1457; hit rate 0.35% among 210,000; Potency, µM (top dose mostly 59.4 µM), for inactives: at the highest dose activity, negative = IMPase inhibition, hits mostly inhibitors;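 further: IP1 builds up when IMPase is blocked and the TR-FRET signal falls; potency means the concentration at half of the fitted maximal effect; plate controls were basal vehicle for no effect and high inhibitor control for full effect; nearly all actives have a fitted effect of over 50% in size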
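CHO cells stably expressing M1 receptor (2000/well, cultured 16–30 h) treated 30 min at 37C with compound plus low lithium. Cytosolic IP1 by TR-FRET (665/620 ratio and 620 channel) after 10 min lysis; AC50 by Hill fit.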
Lamin A splicing: LMNA splicing modulation. hit rate 0.01% among 200,000. AID 1487. HeLa LMNA splicing GFP/RFP minigene ratio, 48 h. Potency, µM (highest dose often 46.1 µM), for the others: top-dose ratio change, negative = inhibition, usual class: inhibitors; active means well fitted inhibition curve with a large enough effect in the signal ratio, with a control signal flat, not every such curve was filed as active; inconclusive means small, poorly fitted or top-dose-only effect, or effect the other way, or a change in a side signal; the % refers to the signal ratio; further: potency means the concentration at half of the fitted maximal effect; on the % scale 0 is the no-effect control and ±100 the full control effect
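Read-out is the ratio of GFP to DsRed2 object intensity, acquired by 488 nm laser-scanning cytometry on HeLa lamin A-EGFP minigene reporter cells. Compound incubation 48 hrs at 37 °C in Opti-MEM with 2% FBS; DMSO 0.5% final.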
SMN2 splice enh: SMN2 splice variant enhancement; hit rate 2.8% among 210,000; HEK293 SMN2-luciferase splicing reporter, luminescence, 30-36 h; Potency, µM (top dose mostly 46.1 µM), for the others: at the highest dose activity change, positive = activation, actives largely listed as activators; AID 1458; further: potency means the concentration at half of the fitted maximal effect; % of control where 0% means no effect; nearly all actives have a fitted effect of over 55% in size
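HEK293 cells carry an SMN2 […]–luciferase reporter in which exon 7 inclusion puts luciferase in frame. Cells were plated 10-12 h before compound addition, then incubated 30-36 h at 37C. ONE-Glo luminescence was read; sodium butyrate at 4.5 mM final served as control.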
HTT ATP protect: Huntington cell model cytoprotection by ATP luminescence | PC12 HTT-Q103 induced, cytoprotection, ATP luminescence, 40 h | Potency, µM (highest dose often 56.4 µM), for inactives: cytoprotection (ATP increase), actives largely listed as activators | hit rate 0.14% among 230,000;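 further: potency means the concentration at half of the fitted maximal effect; % of control where 0% means no effect; nearly all actives have a fitted effect of over 45% in size; toxic huntingtin expression switched on by the ecdysone agonist tebufenozide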
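PC12 cells with ecdysone-inducible HTT exon 1 Q103-GFP, induced with 100 nM tebufenozide and co-treated with library compounds in a dose series (1536-well, 1500 cells/well). Cytoprotection read as ATP content by ATPlite luminescence.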
KinaseGlo FLuc: blocks Kinase-Glo luciferase, a counter-screen artifact; Potency, µM (top dose mostly 38.3 µM), without a hit: top-dose activity change, negative = inhibition, usual class: inhibitors; Kinase-Glo luciferase, ATP luminescence, 8 min; Q27757; hit rate 0.28% among 200,000; further: potency means the concentration at half of the fitted maximal effect; on the % scale 0 is the no-effect control and ±100 the full control effect; nearly all actives have a fitted effect of over 60% in size
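Substrate mix (final 50 mM imidazole pH 7.2, 50 mM KCl, 7 mM MgCl2, 10 uM ATP, 0.01% Tween 20, 0.05% BSA) plus pin-tool compound, then Kinase-Glo detection mix; 8 min ambient, luminescence read.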
CBFb RUNX1 block: inhibitors of human CBF-beta and RUNX1 interaction; AID 1477; 230,000 tested, under 10 active; AlphaScreen CBFb-His/RUNX1-biotin binding, biochemical; Potency, µM (titrated, usually from 59.8 µM), for the others: at the top dose activity, negative = inhibition, hits mostly inhibitors; Q01196+Q13951; further: % of control where 0% means no effect
Target sequence (Q01196 whole entry, looked up): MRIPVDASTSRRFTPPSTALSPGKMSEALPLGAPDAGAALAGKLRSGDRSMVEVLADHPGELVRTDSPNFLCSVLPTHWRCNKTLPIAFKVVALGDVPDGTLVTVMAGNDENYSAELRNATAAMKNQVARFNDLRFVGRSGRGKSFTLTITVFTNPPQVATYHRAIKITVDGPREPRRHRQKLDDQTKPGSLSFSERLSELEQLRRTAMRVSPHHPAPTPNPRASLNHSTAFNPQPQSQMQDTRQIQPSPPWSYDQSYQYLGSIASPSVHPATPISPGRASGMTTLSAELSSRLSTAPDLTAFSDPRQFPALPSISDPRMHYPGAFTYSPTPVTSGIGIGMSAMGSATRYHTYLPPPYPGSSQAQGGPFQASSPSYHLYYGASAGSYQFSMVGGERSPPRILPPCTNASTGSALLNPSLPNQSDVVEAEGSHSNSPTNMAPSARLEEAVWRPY
Target sequence (Q13951 whole entry, looked up): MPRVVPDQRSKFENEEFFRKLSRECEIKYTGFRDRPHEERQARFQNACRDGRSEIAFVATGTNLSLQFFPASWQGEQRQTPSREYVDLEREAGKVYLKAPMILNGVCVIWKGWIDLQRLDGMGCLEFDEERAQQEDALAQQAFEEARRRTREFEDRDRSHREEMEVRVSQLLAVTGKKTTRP
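His-tagged CBF-beta and biotinylated RUNX1 (30 nM each) were premixed 20 min at room temperature, exposed to compound for 15 min, then given nickel-chelate and streptavidin AlphaScreen beads (50 ng each). After 90 min, AlphaScreen signal was read.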
* marks the source's active call; other numbers are inactive results; ? = inconclusive; · = not tested or not shown; & = joins results of further samples; ! = a repeat was not active; [ ] = remark or other dose. Unless noted, the call rests on the fitted dose curve; in most records, active means well fitted curve in the direction sought with a large enough effect; inconclusive means small, poorly fitted or top-dose-only effect, or another doubt; inactive means no such curve, though single readings can be large; an effect the other way counts as inactive or inconclusive.

SMILES | HTT aggregate | IMPase Li inh | Lamin A splicing | SMN2 splice enh | HTT ATP protect | KinaseGlo FLuc | CBFb RUNX1 block
COc1ccc(S(=O)(=O)Cc2ccc(C(=O)NCc3ccc(F)cc3)o2)cc1 | ? | 2%[38.3 µM] | -13% | -29% | -11% | 0% | -3%
Cc1noc(C)c1-c1cncnc1NCc1ccccc1 | · | 8% | -14% | · | -25% | · | ·
Cc1ccc(C(=O)NCCc2nnc3ccc(SCC(=O)Nc4cc(C)on4)nn23)cc1 | -8% | -8% | 12%[9.22 µM] | -8% | -27% | 0% | 2%
COc1cccc(CSc2nc3ccccc3cc2C=O)c1 | -4% | 15%[38.3 µM] | ? | 1% | -28% | 12% | 13%
CSc1cccc(NC(=O)c2cnn3ccccc23)c1 | 5%[9.22 µM] | · | · | · | -2%[10 µM] | · | -5%
COc1ccc(-n2c(C)cc(/C=C3\SC(=S)NC3=O)c2C)cc1 | -7%[9.22 µM] | 23% | ? | · | -16%[10 µM] | -2% | 1%
CC(C)NC(=O)CCc1nnc(Cc2cccc(C(F)(F)F)c2)o1 | -6%[9.22 µM] | -2% | · | · | -6%[10 µM] | · | 3%
Fc1ccc(-n2cc(-c3ccccc3)c3c(NN4CCOCC4)ncnc32)cc1 | ? | 2% | -17% | 5%[1.84 µM] | -13%[10 µM] | -2% | -1%
O=C(COc1ccc(Cl)cc1Cl)NN1C(=O)C2C3C=CC([C@@H]2C1=O)C31CC1 (stereo not given in full) | -6%[9.22 µM] | · | · | · | -16%[10 µM] | · | 2%
Cc1cc(=O)[nH]c(SCC(=O)NCc2ccco2)n1 | 6% | 9% | 0% | -8% | -6%[10 µM] | -2% | -25%
Cc1ccsc1C(=O)OCC(=O)NCc1ccco1 | 10% | 4% | 2%[46 µM] | -3% | 9% | -1% | 5%
Cc1ccccc1C(=O)Oc1ccccc1C(=O)N1CCOCC1 | -12% | -1% | -13% | -7% | 20%[10 µM] | 0% | -2%
CCOC(=O)c1cccc(NC(=O)CSc2nnc(CNc3ccc(C)cc3)n2CC)c1 | 9% | 9%[38.3 µM] | -2% | -1% | -9%[10 µM] | -6% | -12%
CC(Nc1oc(-c2ccccc2)nc1-c1ccc(C(F)(F)F)cc1)c1ccccc1 (stereo not given) | · | 2% | · | 3% | 3% | 1% | -26%
O=C(Cn1c(=O)sc2ccccc21)N1CCOCC1 | 0% | 0%[38.3 µM] | 5% | -10% | -10%[10 µM] | -3% | 2%
O=C(Nc1ccccc1O)c1cccc(S(=O)(=O)N2CCOCC2)c1 | 8%[9.22 µM] | -9% | · | · | -21%[10 µM] | 3% | -5%
O=C(O)C1CCC(Cn2c(SCc3cc(=O)n4cc(Br)ccc4n3)nc3ccsc3c2=O)CC1 (stereo not given) | ? | 10µM* | · | 3% | -41% | 1% | -2%
Nc1ccccc1C(=O)/C=C/c1ccc2c(c1)OCO2 | -8% | -20%&1% | ? | ? | -7% | 10µM*! | 0%
CCOc1cc(CN2CCCCC2)ccc1OC | -5% | 37%[38.3 µM] | 2% | 6% | 4% | 1% | 6%
COc1cc(NC(=O)Cn2ncc(Cl)c(Cl)c2=O)c(C)cc1[N+](=O)[O-] | ? | 12% | ? | -104%[inhibitor] | -167%[inhibitor] | -2% | -2%
O=C(COc1ccc(Cl)cc1)Nc1ccccc1C(=O)NCc1ccco1 | -7% | 27%[38.3 µM] | 12% | ? | -17%[0.074 µM] | -4% | 0%
CN(C)CCN1C(=O)c2oc3ccccc3c(=O)c2C1c1cccc(Br)c1 (stereo not given) | -4% | 1%[38.3 µM] | 6% | -17% | 1% | -4% | 8%
O=C(CN1C(=O)C2CC=CCC2C1=O)Nc1ccc(S(=O)(=O)Nc2nccs2)cc1 (stereo not given) | -13%[9.22 µM] | · | · | · | -1%[10 µM] | · | 8%
Cc1ccc(-c2nc3c(=O)n(C)c4ccccc4c3o2)cc1 | 10% | 3%[38.3 µM] | 21% | -4% | -21% | 1% | 2%
COc1ccc(-c2cc(-c3ccccc3O)[nH]n2)cc1 | -7% | · | ? | · | -39%[inhibitor] | · | 2%
CCNc1nc(NCC)nc(ON=C(C)C)n1 | ? | -5%[38.3 µM] | 7% | -6% | -33% | -4% | 2%
O=C1CCC(/C=C/c2ccccc2)=NN1Cc1ccc(F)cc1 | -20% | 21% | ? | -5% | -36%[inhibitor] | 0% | 18%
Cc1cc(C(=O)Cn2nc(C(=O)O)c3ccccc3c2=O)c(C)n1CCc1ccc(Cl)cc1 | -26% | 17% | -22%[46 µM] | -20% | -26% | 1% | ?
CC1CCN(C(=O)CC2C(=O)Nc3c2c(=O)n(C)c(=O)n3Cc2ccccc2)CC1 (stereo not given) | 6% | · | 4% | · | -28% | · | 0%
Cc1cccc(C(=O)Nc2cccc(C(=O)N3CCOCC3)c2)c1 | 14% | 8%[38.3 µM] | -3% | 6% | -20% | 16% | 1%
COc1ccc(OCCC(=O)OCC(=O)Nc2ccc(S(=O)(=O)N3CCOCC3)cc2)cc1 | ? | 7% | · | 5% | · | 2% | 4%
CCOc1ccc2nc(N/C(N)=N/C(=S)Nc3ccc(OC)cc3)nc(C)c2c1 | 20% | 18% | ? | -18% | 11%[10 µM] | -3% | -19%
CC12CC(O)C3c4ccc(O)cc4CCC3C1CCC2=O (stereo not given) | 10%[9.22 µM] | 3% | 5%[46 µM] | · | 11%[10 µM] | -1% | 13%
O=C(Cn1c(=O)oc2cc(S(=O)(=O)N3CCCCCC3)ccc21)NC1CCCCC1 | -13% | 4%[38.3 µM] | 7% | -5% | 1% | -1% | 7%
O=C(Nc1ccc(N2CCN(Cc3ccccc3Cl)CC2)cc1)c1cccnc1 | -4% | 12% | -20% | -42%[inhibitor] | 12%[10 µM] | 1% | 11%
CCOC(=O)C1=C(N)OC2=C(C(=O)CCC2)C1c1sccc1C (stereo not given) | 1% | 0% | -7% | 9% | · | -1% | -5%
O=C(CSc1nc(-c2ccccc2)cc(=O)[nH]1)N1CCOCC1 | 12% | -16%[38.3 µM] | 3% | -15% | -7%[0.074 µM] | -3% | -1%
CCOc1ccc(-n2c(SCc3cc(=O)oc4cc(C)ccc34)nnc2-c2cccnc2)cc1 | 31% | 18% | -5% | -8% | -4%[1.9 µM] | 4% | -1%
C[C@@H]1CC=C[C@H]2[C@H]1C(=O)N(Cc1ccccc1)[C@H]2c1ccc(F)c(/C=C/c2ccccc2)c1 | -2%[9.22 µM] | · | · | · | 0%[10 µM] | · | 0%
Cc1cc(C)c2c(N)c(C(=O)c3ccccc3Cl)sc2n1 | 1%[9.22 µM] | · | · | · | 7%[10 µM] | · | 12%
Clc1ccc(-c2nnc(-c3ccccc3)c(-c3ccccc3)n2)cc1 | 5%[9.22 µM] | · | -8%[0.0737 µM] | · | 17%[10 µM] | · | -1%
CC(C)Sc1nc2sc(-c3ccccc3)cc2c(=O)n1N | -2% | -14%[38.3 µM] | 7% | 2% | 2% | -7% | -1%
Cc1c(CCO)c(=O)n(-c2ccccc2)n1S(=O)(=O)c1ccc(F)cc1 | 19% | 35%[activator][38.3 µM] | -4% | -26% | 8% | -3% | -1%
Cn1c(COc2ccccc2)nnc1SCC(=O)NCc1ccccc1 | 16% | 5%[38.3 µM] | 3% | -20% | 0% | -2% | 1%
COc1cc(CNc2ncnc3c2[nH]c2ccc(C)cc23)cc(OC)c1 | -11%[9.22 µM] | · | · | · | 12%[10 µM] | · | -12%
Oc1ccc(CNc2ccccc2F)c2cccnc12 | ? | -6%[38.3 µM] | ? | 6% | -51%[inhibitor] | -1% | -26%
Nc1nc(NCc2ccco2)nc(N2CCCCC2)c1[N+](=O)[O-] | 23% | 3% | ? | -3% | · | -3% | -12%
O=C(NCc1ccccc1)NC1CC2CCC(C1)N2Cc1ccco1 (stereo not given) | -17%[9.22 µM] | 0%[38.3 µM] | 3% | ? | 1% | -3% | 5%

Rewritten with two lines to a compound: entries from further up.
Value order: HTT aggregate	IMPase Li inh	Lamin A splicing	SMN2 splice enh	HTT ATP protect	KinaseGlo FLuc	CBFb RUNX1 block
- CCOC(=O)C1=C(N)OC2=C(C(=O)CCC2)C1c1sccc1C (stereo not given)
  1%	0%	-7%	9%	·	-1%	-5%
- O=C(CSc1nc(-c2ccccc2)cc(=O)[nH]1)N1CCOCC1
  12%	-16%[38.3 µM]	3%	-15%	-7%[0.074 µM]	-3%	-1%

(further entries)
SMILES | HTT aggregate | IMPase Li inh | Lamin A splicing | SMN2 splice enh | HTT ATP protect | KinaseGlo FLuc | CBFb RUNX1 block
Cc1cnc([N+](=O)[O-])n1CCOC(=O)NC(=O)c1ccc(F)cc1 | 5% | -4% | 13%[46 µM] | -38%[inhibitor] | -40%[inhibitor] | 0% | 5%
CCOc1ccc(N2CC(O)Cn3c2nc2c3c(=O)n(CCCc3ccccc3)c(=O)n2C)cc1 (stereo not given) | -6% | 3%[38.3 µM] | -9% | -17% | -27% | -1% | 2%
CCCCN(CCCC)C(=O)c1nsnc1-c1ccccc1O | -5% | 28%[38.3 µM] | 7% | · | 4% | -6% | 8%
Cc1ccc(-c2c(C)n([O-])c3c([n+]2=O)CCCC3)o1 | 13% | -10%[38.3 µM] | 2% | 20% | 7% | -2% | 3%
COc1c(Br)cc(Br)cc1C(=O)O | -15% | -18%[38.3 µM] | 1% | 17% | -6%[10 µM] | 0% | 17%
O=C(CN1CCCc2ccccc21)NCc1ccc2c(c1)OCO2 | -3% | 11%[38.3 µM] | -3% | -3% | -6% | 15% | -10%
C/C(=N\NC(=O)Cc1c(C)[nH][nH]c1=O)c1cccc(Br)c1 | -27%[9.22 µM] | · | · | · | 17%[10 µM] | · | 9%
O=C(CN1C(=O)C(=O)c2ccccc21)OCN1C(=O)c2ccccc2C1=O | -31%[9.22 µM] | 13% | 6%[46 µM] | · | 4%[10 µM] | -3% | 3%
CN1C(C(=O)NCc2cccc(Br)c2)CC2Cn3c(nc4cc(Cl)c(Cl)cc43)C21 (stereo not given) | 0%[9.22 µM] | · | · | · | -6%[10 µM] | · | 5%
Cc1ccc(NCC(=O)c2ccccc2)cc1Cl | -3% | 11%[38.3 µM] | -2% | 18µM* | -33%[10 µM] | -7% | 15%
CCn1c(N2CCC(Cc3ccccc3)CC2)nc2c1c(=O)[nH]c(=O)n2C | 0% | -6%[38.3 µM] | 6% | -11% | -32% | -3% | -8%
